uPA surface inh: blocks generation of uPA at the cell surface. hit rate 0.31% among 330,000. Potency, µM (doses to about 38.3 µM), without a hit: at the highest dose activity change, negative = inhibition, usual class: inhibitors. cell surface uPA generation assay, qHTS; active = well fitted inhibition curve with a large enough effect; inconclusive = small, poorly fitted or top-dose-only effect; inactive = no such curve, though single readings can be large or run the other way; tested in mouse RAW 264.7 cells; note: potency is the fitted concentration of half-maximal effect; nearly all actives have a fitted effect of over 55% in size
USP2a inh: inhibitors of human ubiquitin-specific protease USP2a | USP2 core, Ub-CHOP2 coupled fluorogenic reporter, 485/531 | Potency, µM (top dose mostly 38.3 µM), for inactives: at the top dose activity change, negative = inhibition, usual class: inhibitors | hit rate 0.01% among 330,000 | AID 463254;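 note: potency is the fitted concentration of half-maximal effect; plate controls were DMSO wells for no effect and full inhibition by NEM control for full effect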
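USP2 core (10nM final) preincubated 30min RT with compound in 20mM Tris-HCl pH 8.0, 2mM CaCl2, 2mM beta-mercaptoethanol, 0.05% CHAPS; 25nM Ub-CHOP2 plus 25nM reporter substrate added, fluorescence (Ex485/Em531) read after 60min.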
Chronic BCR inh: blocks chronic active B-cell receptor signaling; ABC-DLBCL IkBa-CBG/CBR reporter, luminescence ratio, 4 h; Potency, µM (doses to about 46.1 µM), for inactives: top-dose ratio change, negative = lower green/red ratio, usual class: inhibitors; hit rate 0.05% among 340,000; AID 493014; active = well fitted inhibition curve with a large enough effect in the signal ratio, with a control signal flat, not every such curve was filed as active; inconclusive = small, poorly fitted or top-dose-only effect, or effect the other way, or a change in a side signal; the % refers to the signal ratio;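 note: potency is the fitted concentration of half-maximal effect; plate controls were basal doxycycline-induced cells for no effect and cells given 10 µM MG132 for full effect; MG132 reads +100%, hits lower the ratio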
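Compounds up to 46 uM were incubated four hours with TMD8 cells whose green CBG68 luciferase is fused to IkappaBalpha; red CBR luminescence normalised the signal, and concentration-effect curves were fitted to fusion, red and ratio data.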
KCNH2 3.1 block: KCNH2 3.1 (human) potassium channel inhibition; hit rate 0.95% among 340,000; U2OS KCNH2 3.1, thallium flux FluxOr; hits give low values; activity change, % (tested at about 1.8 µM);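 active = maximum activity change below -70%; inconclusive = maximum activity change from -70% to -50%; inactive = maximum activity change above -50%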;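 note: thallium influx rate constant from kinetic fluorescence after stimulation buffer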
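Channel expression came from 3.1 mutant virus (1.77 x 10^8 /mL) applied to suspended U2OS cells for 4 h. Flux was tracked with FluxOr dye plus Red40 quencher, and kinetic rate constants normalized to controls.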
PKM2 act: activators of human pyruvate kinase M2; AID 1631; purified PKM2, Kinase-Glo ATP luminescence, activation; response scale: 0% is enzyme alone, no compound; P14618; hit rate 0.34% among 260,000; Potency, µM (highest dose often 57.5 µM), inactives show at the highest dose activation, usual class: activators; note: potency is the fitted concentration of half-maximal effect; nearly all actives have a fitted effect of over 55% in size
Target sequence (P14618 whole entry, looked up): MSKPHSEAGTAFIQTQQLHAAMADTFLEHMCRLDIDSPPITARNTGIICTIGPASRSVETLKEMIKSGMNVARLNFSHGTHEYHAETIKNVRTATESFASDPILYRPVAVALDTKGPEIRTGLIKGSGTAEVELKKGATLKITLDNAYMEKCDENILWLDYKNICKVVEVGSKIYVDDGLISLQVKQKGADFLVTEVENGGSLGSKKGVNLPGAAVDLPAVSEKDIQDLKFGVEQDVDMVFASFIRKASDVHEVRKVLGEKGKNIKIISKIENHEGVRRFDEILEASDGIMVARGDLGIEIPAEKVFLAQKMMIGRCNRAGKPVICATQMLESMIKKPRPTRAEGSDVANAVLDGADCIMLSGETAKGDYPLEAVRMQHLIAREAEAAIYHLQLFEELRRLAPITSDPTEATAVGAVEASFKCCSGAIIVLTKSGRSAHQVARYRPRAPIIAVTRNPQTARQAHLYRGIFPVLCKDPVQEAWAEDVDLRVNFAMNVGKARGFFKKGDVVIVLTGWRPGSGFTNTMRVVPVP
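hPK-M2, >95% pure; 0.1 mM ADP / 0.5 mM PEP final; imidazole pH7.2 buffer w/ 7 mM MgCl2, 50 mM KCl; 1 h RT; Kinase-Glo lum. Intermediate enzyme activity for dual inhibitor/activator qHTS.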
Coupling enz: coupling enzyme interference in Giardia aldolase counter-screen; coupling enzyme system counterscreen, AmpLite Red fluorescence; activity change, negative = inhibition, % at 58.2 µM, hits read low; hit rate 0.67% among 290,000; AID 2472; in the data active = activity change below about -30%
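Final compound at 57.5 uM, incubated 10 min at RT with coupling enzyme reagent (glyceraldehyde-3-phosphate), then 20 min with substrate and AmpLite Red detection. Fluorescence read at 525/598 nm; tests interference with the coupling assay, not aldolase inhibition.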
hERG WT inh: KCNH2 (human, wildtype) channel inhibition. U2OS, BacMam KCNH2, thallium flux FluxOr; hits give low values. activity change, % at 1.84 µM. hit rate 0.37% among 340,000. AID 720551. Q12809;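 active = maximum activity change below -70%; inconclusive = maximum activity change between -70% and -50%; inactive = maximum activity change above -50%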
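U2OS cells were transduced with wild-type KCNH2 virus (2.03 x 10^8 / mL) for 4 h at room temperature, then cultured overnight at 37 C. Thallium flux was read with FluxOr dye. Rate constants were normalized to DMSO controls.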
GALK inh: blocks human galactokinase activity | P51570 | Purified GALK, Kinase-Glo residual ATP luminescence | Potency, µM (series often up to 57.5 µM), for inactives: top-dose activity change, negative = inhibition, most hits filed as inhibitors | hit rate 0.007% among 270,000; note: potency is the fitted concentration of half-maximal effect
Target sequence (P51570 whole entry, looked up): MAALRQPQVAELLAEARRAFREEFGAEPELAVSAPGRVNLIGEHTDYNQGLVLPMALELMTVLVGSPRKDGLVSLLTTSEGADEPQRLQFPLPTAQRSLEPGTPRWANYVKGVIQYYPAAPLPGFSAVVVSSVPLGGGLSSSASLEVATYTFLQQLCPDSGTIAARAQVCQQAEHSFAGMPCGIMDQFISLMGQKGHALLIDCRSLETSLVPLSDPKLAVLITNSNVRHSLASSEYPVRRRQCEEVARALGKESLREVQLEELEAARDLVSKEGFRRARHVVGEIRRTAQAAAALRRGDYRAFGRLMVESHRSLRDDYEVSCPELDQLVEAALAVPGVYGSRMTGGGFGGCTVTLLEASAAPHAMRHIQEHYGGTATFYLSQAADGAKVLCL
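GALK at 5 nM final was combined with compound, 35 uM ATP and 100 uM galactose in HEPES pH8.0 with MgCl2 and DTT. The reaction ran one hour at room temperature before luminescent ATP detection.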
Eya2 phos inh: blocks the phosphatase activity of human Eya2; recombinant Eya2, OMFP fluorescence dephosphorylation (OMFP is methylfluorescein phosphate); O00167; Potency, µM (highest dose often 76.9 µM), for the others: top-dose activity, negative = inhibition, most hits filed as inhibitors; hit rate 0.006% among 330,000; AID 488837; note: potency is the fitted concentration of half-maximal effect
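Eya2 protein (added as 0.2 uM solution) was preincubated with compound for 10 min at ambient temperature in 50 mM HEPES pH 7.5, 50 mM NaCl, 5 uM MgCl2, 0.05% BSA, 1 mM DTT. OMFP (added at 50 uM) then reacted 10 min; fluorescence read at 485/525 nm.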
Giardia kill: kills Giardia lamblia. Giardia lamblia trophozoite viability. activity change, % at 7.66 µM, hits read low. hit rate 0.15% among 340,000. AID 540267; in the data active = activity change below about -80%; inconclusive = between about -30% and that limit;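 note: parasites exposed to compound for two days anaerobically before the ATP read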
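Luminescence from cellular ATP indicates surviving trophozoites (100 cells/well) following 48 hrs anaerobic compound treatment at 37 deg C; signal develops 15-30 min at room temperature.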
B2AR arrestin: agonists driving beta-arrestin recruitment to human beta2-adrenergic receptor | P07550 | Potency, µM (doses to about 46.1 µM), for the others: top-dose activation, hits mostly activators | beta-arrestin recruitment to beta2AR, cell-based reporter | hit rate 0.02% among 330,000;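 note: potency is the fitted concentration of half-maximal effect; 0% = DMSO controls and full agonism = EC100 isoproterenol or metaproterenol; nearly all actives have a fitted effect of over 65% in size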
An asterisk follows results filed as active; u = inconclusive; x = no result given; & = joins results of further samples. Unless noted, calls come from the whole dose curve; as a rule, active = well fitted curve in the direction sought with a large enough effect; inconclusive = small, poorly fitted or top-dose-only effect, or another doubt; inactive = no such curve, though single readings can be large; an effect the other way counts as inactive or inconclusive. Unless noted, % is set by controls: 0 for no effect and ±100 for the full control effect. Not a hit list (roughly 2.4% active in at least one column).

SMILES | uPA surface inh | USP2a inh | Chronic BCR inh | KCNH2 3.1 block | PKM2 act | Coupling enz | hERG WT inh | GALK inh | Eya2 phos inh | Giardia kill | B2AR arrestin
Fc1ccc(NC(=S)N/N=C/c2ccc(F)c(F)c2)cc1 | -1% | 2% | u | 6 | -3% | 0 | -8 | 8% | -4% | 7 | u
Cc1ccc(-c2nnn(CC(=O)N(Cc3cccs3)C(C(=O)NC3CCCC3)c3ccncc3)n2)cc1 (configuration not stated) | u | -11% | u | -2 | 14% | -6 | 2 | 1% | -6% | 14 | -0.3%
Cc1ccc(C(=O)N2CC3(C)CN(C(=O)c4ccc(C)cc4)CC(C)(C2)C3=O)cc1 | -5% | 0% | 3% | 5 | -4% | 0 | -12 | -2% | -6% | -13 | -0.5%
O=C(CCN1C(=O)/C(=C\c2ccccc2)SC1=S)N1CCOCC1 | -1% | 0% | u | -3 | x | 3 | 6 | 0% | -2% | 2 | -0.6%
COc1ccc(C2NC(=O)CS2)cc1OC (configuration not stated) | -2% | 0% | -4% | 3 | -4% | 1 | 0 | -4% | 4% | -16 | -0.9%
COc1ccc(CNC(=O)CN2CCC(n3nnc4cc(F)ccc43)CC2)cc1 | x | -1% | 6% | -25 | -1% | 0 | 2 | 1% | 10% | -10 | 0.1%
CCC(=O)N1N=C(c2ccc(NS(=O)(=O)c3ccccc3)cc2)CC1c1ccco1 (configuration not stated) | 15% | 5% | u | 12 | x | x | 23 | x | -4% | -9 | -0.2%
CCc1ccc(OCC(=O)N/N=C(\C)c2ccc3c(c2)OCCO3)cc1 | 1% | 1% | 6% | 6 | -7% | 1 | 6 | 1% | -4% | 3 | 8.5%
CN(CC(=O)Nc1ccccc1Br)CC(=O)Nc1ccccc1C(F)(F)F | 2% | -1% | -2% | 6 | x | 1 | -4 | 4% | u | 14 | -0.7%
CCc1nc(N)c(C#N)c(-c2ccccc2OC)c1C | -2% | 0% | 0% | -4 | -4% | 2 | -4 | -3% | -6% | -2 | -0.2%
Cc1ccc(Cl)cc1N1CCN(S(=O)(=O)c2ccc3[nH]c(=O)c(=O)[nH]c3c2)CC1 | 0% | -2% | 2% | 32 | 9% | -1 | 0 | -2% | -4% | 1 | -0.2%
CC(C)C[C@H](CO)Nc1nc(N(C)c2cccc(Cl)c2)c2ncn(C(C)C)c2n1 | 2% | -1% | u | 13 | 1% | 4 | 6 | -3% | -12% | 2 | 3.4%
Cc1cccc(-c2n[nH]c([N+](=O)[O-])n2)c1 | 3% | 0% | u | 10 | 1% | -2 | 4 | x | -3% | 0 | -0.3%
O=C(CCSCc1cccc(Cl)c1)NCCc1ccc(Cl)cc1 | 8% | 1% | 8%&11% | -38 | 0% | 2 | 1 | 1% | -5% | -5 | -0.4%
CC(=O)N(C(C)=O)N1C(=O)/C(=C/c2ccc(Cl)cc2)SC1=S | 8% | -2% | -15% | 9 | 7% | -7 | -6 | -7% | 10% | -2 | -0.2%
COc1ccccc1CCC(=O)N1CCC(n2nccc2NC(=O)C2CCOC2)CC1 (configuration not stated) | 4% | 2% | 6% | -26 | 0% | x | -7 | 7% | 2% | 10 | -0.6%
CC1(NC(=O)NCCCCCCNC(=O)NC2(C)CCS(=O)(=O)C2)CCS(=O)(=O)C1 (configuration not stated) | 0% | 2% | 6% | -5 | x | 1 | 4 | -4% | -3% | 2 | -0.2%
Cc1ccc(N2CC(C(=O)Oc3cccc(N4C(=O)CCC4=O)c3)CC2=O)cc1 (configuration not stated) | x | 3% | 0% | 0 | 1% | 4 | -5 | 1% | 9% | -7 | -0.3%
CCOC(=O)c1ccccc1NC(=O)CSc1nnc(C)c(=O)[nH]1 | 2% | 2% | 3% | -11 | x | 12 | -5 | 1% | 2% | -3 | -0.1%
COc1ccc(CCNC(=O)CN(c2cc(C)cc(C)c2)S(=O)(=O)c2c(C)noc2C)cc1OC | -11% | 5% | 7% | 1 | x | x | 11 | -4% | -2% | -11 | -0.9%
O=C(Nc1ccc(S(=O)(=O)Nc2ccc(Cl)cc2)cc1)C1CCCO1 (configuration not stated) | x | 4% | 14% | -21 | 6% | 2 | 2 | -4% | -17% | -6 | -2.5%
Cc1ccc(N=c2oc3cc(O)ccc3cc2C(N)=O)cc1 | -15% | -1% | x | -15 | u | 8 | 9 | -1% | -4% | -7 | -0.6%
CCOc1ncccc1C(=O)Nc1nc(SC)ns1 | -10% | 2% | 5% | -20 | -9% | -1 | 1 | -1% | 7% | -1 | 0.0%
CCOc1ccccc1NC(=O)Cc1coc2cc(C)ccc12 | 19% | 2% | u | x | 6% | 1 | -8 | -1% | -6% | 6 | 0.1%
COc1cc(C2NC(=S)NC(C)=C2C(=O)Nc2cc(C)cc(C)c2)ccc1O (configuration not stated) | 4% | 2% | 4% | -2 | -2% | 5 | -9 | -3% | -4% | 12 | 2.2%
COc1ccc(-c2nc(S(=O)(=O)c3ccc(C)cc3)c(N3CCCC3)o2)cc1 | 4% | 3% | u | 5 | 1% | 2 | -2 | 2% | -1% | 3 | -0.5%
CCn1c(SCC(=O)c2ccccc2)nnc1-c1cccs1 | x | 1% | u | 18 | 5% | -6 | -1 | -3% | -15% | -5 | 0.5%
Cn1c(SCc2ccccc2)nnc1-c1ccncc1 | -5% | -5% | u | -7 | 2% | 0 | 1 | 3% | -7% | -10 | -0.3%
Nc1ccccc1Oc1c(F)c(F)c(Oc2ccccc2N)c(F)c1F | -3% | 0% | 0% | -12 | -2% | 0 | -6 | 5% | u | -12 | -0.2%
CCc1ccc(OCCNC(=O)OCc2ccccc2)cc1 | 10% | 5% | 4% | 9 | 4% | -1 | -3 | 0% | 0% | 0 | -0.5%
Cn1c(=O)cc(OCCCC(=O)Nc2ccccn2)c2ccccc21 | -9% | 1% | 24% | 0 | 0% | -1 | -15 | 0% | -12% | 3 | -0.2%
COc1ccc(OC)c(C2c3[nH]c4ccccc4c3C[C@H]3C(=O)N(C4CC4)CC(=O)N23)c1 (some centres not stated) | 1% | 0% | -18% | -10 | x | 1 | -3 | 5% | 7% | -13 | 0.5%
CSCCC(NS(=O)(=O)c1ccc2c(c1)oc(=O)n2C)C(=O)NC1CCCCC1 (configuration not stated) | -9% | 3% | 4% | -7 | -1% | 2 | 6 | -2% | 3% | 29 | 0.1%
COc1ccc(C(=O)CSc2nnc(CNc3ccc(F)cc3)o2)cc1 | 0% | 1% | u | 2 | 3% | 1 | 6 | 6% | -11% | 3 | 0.0%
COCCn1c(SCC(=O)Nc2cccc(C)c2)nnc1C(C)C | -8% | -2% | 0% | 25 | 0% | 0 | 9 | 5% | -4% | 7 | -1.5%
COc1ccc(NC(=O)CN2C(=O)C(=O)N(C3CCCC3)C2=O)c(OC)c1 | -6% | 5% | 3% | -13 | x | x | -11 | x | -9% | -24 | 0.0%
COc1ccccc1OCC(=O)OCC(=O)NCCN1C(=O)CSC1=O | -1% | 1% | 1% | 17 | -1% | 3 | 4 | -1% | -6% | -1 | 0.3%
O=C(O)COc1ccccc1/C=C1\SC(=S)N(c2cccnc2)C1=O | 1% | 6% | u | -19 | 6% | 16 | -7 | -1% | 3% | -5 | 0.2%

Screening results (PubChem)
